LDHA inh – LDHA (human) enzyme inhibition | P00338 | purified LDHA, NADH/diaphorase-resazurin fluorescence; stronger effect = lower value | activity change, % (values are at about 110 or 230 µM) | 480,000 tested, 0.15% active | AID 1347041; in the data active means activity change below about -30%; inconclusive means mostly about -25% to -30%;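 further: plate controls were DMSO wells for no effect and wells without enzyme for full effect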
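Enzyme activity of human lactate dehydrogenase 5 (2 nM; 0.06 mM NADH, 0.2 mM pyruvate, 5 min, RT) is measured via a resazurin/diaphorase fluorescence readout of residual NADH.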
POLH inh – DNA polymerase eta (human) inhibition; Q9Y253; recombinant Pol eta, fluorescent DNA replication assay; Potency, µM (series often up to 114 µM), without a hit: at the top dose activity change, negative = inhibition, hits mostly inhibitors; 390,000 tested, 1.2% active; AID 588591; further: potency means the concentration at half of the fitted maximal effect; on the % scale 0 is the no-effect control and ±100 the full control effect
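Fluorescent replication assay: 50 nM final substrate added after a 15 min room-temperature compound preincubation with 10 nM enzyme. Signal taken at 0 min and again at 10 min.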
ALOX12 inh – blocks human arachidonate 12S-lipoxygenase; P18054; purified 12hLO, xylenol orange hydroperoxide absorbance; Potency, µM (top dose mostly 108 µM), for the others: top-dose activity change, negative = inhibition, actives largely listed as inhibitors; 580,000 tested, 1.1% active; AID 1671190; further: potency means the concentration at half of the fitted maximal effect; on the % scale 0 is the no-effect control and ±100 the full control effect
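Purified human 12hLO at 150 nM in 25 mM Hepes, 0.01% Triton X-100, pH 7.0, preincubated 15 min at room temperature with compound. Reaction started with 40 uM arachidonic acid, 30 min at room temperature. Hydroperoxide measured by Fe-xylenol orange, 573/405 nm absorbance ratio.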
Apoferritin bind – candidate novel general anesthetic via apoferritin binding; apoferritin/1-aminoanthracene competitive binding, fluorescence; Potency, µM (doses to about 77.5 µM), for inactives: at the highest dose activity change, negative = displacement, most hits filed as inhibitors; 350,000 tested, 0.074% active; further: potency means the concentration at half of the fitted maximal effect; on the % scale 0 is the no-effect control and ±100 the full control effect; nearly all actives have a fitted effect of over 20% in size
Target sequence (P02791 2-175 limits assumed): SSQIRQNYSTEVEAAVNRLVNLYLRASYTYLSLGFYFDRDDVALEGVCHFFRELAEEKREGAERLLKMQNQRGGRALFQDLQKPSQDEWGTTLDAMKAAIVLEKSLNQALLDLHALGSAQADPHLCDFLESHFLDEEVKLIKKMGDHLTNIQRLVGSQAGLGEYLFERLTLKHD
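Read-out: endpoint 1-AMA fluorescence, excitation 380 nm and emission 535 nm, after compounds sit 10 min at room temperature with 10 uM horse-spleen apoferritin in 50% saturated 1-AMA/PBS. Values come from four-parameter Hill fits.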
POLK inh – blocks human DNA polymerase kappa activity; Q9UBT6; 400,000 tested, 0.53% active; Potency, µM (highest dose often 107 µM), without a hit: at the highest dose activity, negative = inhibition, actives largely listed as inhibitors; purified Pol kappa, fluorescent DNA synthesis assay, 10 min; further: potency means the concentration at half of the fitted maximal effect; on the % scale 0 is the no-effect control and ±100 the full control effect
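Here, compound and 10 nM enzyme are combined for 15 min at room temperature; adding 50 nM substrate (final) starts DNA synthesis, tracked by fluorescence at 0 and 10 min against buffer-only wells.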
RGS4 inhibitor – blocks human RGS4-accelerated GTP hydrolysis; P49798; Transcreener GDP fluorescence polarization, RGS4-accelerated GTP hydrolysis; Potency, µM (highest dose often 114 µM), inactives show at the top dose activity change, negative = inhibition, usual class: inhibitors; 390,000 tested, 0.039% active; further: potency means the concentration at half of the fitted maximal effect; on the % scale 0 is the no-effect control and ±100 the full control effect; nearly all actives have a fitted effect of over 75% in size; some results filed as inactive show a strong effect at the top dose
Target sequence (P49798 whole entry, looked up): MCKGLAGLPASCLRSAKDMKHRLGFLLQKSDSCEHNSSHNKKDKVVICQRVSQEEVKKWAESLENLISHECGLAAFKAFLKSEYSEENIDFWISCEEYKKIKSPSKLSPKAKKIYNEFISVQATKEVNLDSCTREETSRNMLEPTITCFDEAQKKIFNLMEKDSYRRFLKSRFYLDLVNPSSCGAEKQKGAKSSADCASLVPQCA
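MLSMR compounds (23 nl, pin-transferred) preincubated 10 min at room temperature with a 500nM (2x) first reagent, then RGS4 at 900nM (2x) plus Transcreener GDP mix added; fluorescence polarization (620/688 nm) read before and after 90 min at 30 °C.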
ERG Ets-DNA blk – ERG Ets/DNA interaction inhibition; P11308; fluorescence polarization, His-ERG Ets domain / labelled DNA; Potency, µM (doses to about 76.9 µM), for inactives: top-dose FP activity, negative = inhibition, usual class: inhibitors; 370,000 tested, 0.028% active; active means well fitted inhibition curve with a large enough effect in the polarisation, with a control signal flat; inconclusive means small, poorly fitted or top-dose-only effect, or effect the other way, or a change in a side signal; inactive means no such curve, though single readings can be large or run the other way; the % refers to the polarisation;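 further: polarization taken with two DNA probes labelled with fluorescein and Texas red; potency means the concentration at half of the fitted maximal effect; % of control where 0% means no effect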
Target sequence (P11308 whole entry, looked up, the tested form may be a part): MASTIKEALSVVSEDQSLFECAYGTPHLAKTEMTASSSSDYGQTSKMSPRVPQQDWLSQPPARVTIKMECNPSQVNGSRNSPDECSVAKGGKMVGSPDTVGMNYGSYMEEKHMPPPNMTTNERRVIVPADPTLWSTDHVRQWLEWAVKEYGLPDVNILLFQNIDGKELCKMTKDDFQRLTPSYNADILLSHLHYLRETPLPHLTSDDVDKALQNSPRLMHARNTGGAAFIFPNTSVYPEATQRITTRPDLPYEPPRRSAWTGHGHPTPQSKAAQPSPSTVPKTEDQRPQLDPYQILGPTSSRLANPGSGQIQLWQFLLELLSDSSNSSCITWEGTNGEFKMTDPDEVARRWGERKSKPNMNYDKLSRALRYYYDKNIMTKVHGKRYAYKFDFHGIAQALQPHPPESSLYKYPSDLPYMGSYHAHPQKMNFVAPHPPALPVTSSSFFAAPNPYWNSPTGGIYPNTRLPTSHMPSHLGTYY
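His-tagged ERG Ets domain (1 uM in the protein solution; 300mM KCl, 50mM Tris-HCl, 1mM EDTA, 1mM DTT, pH 7.5) received compound, then a probe mix of 5 nM fluorescein-DNA and 100nM Texas-615-DNA. Fluorescence polarization was read for both dyes.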
POLB inh – blocks human DNA polymerase beta activity; P06746; Pol beta primer extension/strand displacement, fluorescence kinetic; Potency, µM (top dose mostly 114 µM), without a hit: at the highest dose activity change, negative = inhibition, hits mostly inhibitors; 340,000 tested, 1.3% active; AID 485314; further: potency means the concentration at half of the fitted maximal effect; on the % scale 0 is the no-effect control and ±100 the full control effect
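Values derive from four-parameter Hill fits of normalized kinetic data: reads at 0 and 10 min following addition of 50 nM substrate to 10 nM Pol beta preincubated 15 min with compound.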
APEX1 inh – inhibitors of human APE1 endonuclease | P27695 | recombinant APE1, TAMRA/BHQ-2 abasic DNA cleavage fluorescence | 350,000 tested, 0.35% active | Potency, µM (highest dose often 65.8 µM), inactives show at the top dose activity change, negative = inhibition, most hits filed as inhibitors | AID 2517;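 further: potency means the concentration at half of the fitted maximal effect; plate controls were vehicle for no effect and reference inhibitor for full effect; nearly all actives have a fitted effect of over 55% in size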
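Measures dequenching upon AP-site incision of a 5'-TAMRA/3'-BHQ-2 THF-containing duplex, 50 nM; human APE1 0.75 nM after 15 min room-temperature exposure to compound; kinetic three-point read at one-minute spacing.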
The depositor's hits bear a star; ? = inconclusive; . = not tested or not shown; & = joins results of further samples; [ ] = remark or other dose. Unless noted, the call rests on the fitted dose curve; in most records, active means well fitted curve in the direction sought with a large enough effect; inconclusive means small, poorly fitted or top-dose-only effect, or another doubt; inactive means no such curve, though single readings can be large; an effect the other way counts as inactive or inconclusive. Some of the compounds tested (hit frequency here may not be typical).

compound	LDHA inh	POLH inh	ALOX12 inh	Apoferritin bind	POLK inh	RGS4 inhibitor	ERG Ets-DNA blk	POLB inh	APEX1 inh
NS(=O)(=O)c1ccc(N=Nc2ccc(=O)[nH]c2O)cc1	19	10µM*	?	-5%	?	-47%	1%	6.3µM*	16µM*
Cc1noc(/C=C/c2cccs2)c1S(=O)(=O)N1CCC(C(=O)NCc2ccc(Cl)cc2)CC1	3	-11%	-27%	-13%	3%	-25%	-1%	21%	.
Cc1ccc(OCCC(=O)OCC(=O)Nc2ccc(N3CCOCC3)cc2)cc1	-4	-9%	-55%	.	-2%	3%	1%	.	0%
CCOc1ccccc1C(=O)NC(C(=O)NCc1ccccc1OC)C(C)C (centres undefined)	-2	-16%	-4%	-16%	4%	-6%[56.9 µM]	6%	-12%	11%
COc1ccccc1OC1=NS(=O)(=O)c2ccccc21	0&-7	-4%	?	-8%	-3%	1%[11.4 µM]	-1%	22%	-4%
COc1ccc(NC(=O)CCc2nnc3ccc(NCc4ccco4)nn23)cc1	1	5%	11%	-16%	-7%	19%[11.4 µM]	0%	-17%	11%
Clc1ccc(-c2nc3ccccc3nc2-c2ccccc2)cc1	-6	-20%	-19%	4%	-7%	11%	9%	-2%	2%
CCCCCCCCN1N=N[C@H]2[C@H]1[C@@H]1C[C@H]2N(C(=O)OC(C)(C)C)O1	7	-17%	14%	.	10%	-18%	-8%	.	14%
Cc1cc(N2CCOCC2)nc2ccc(NC(=S)NCc3ccc4c(c3)OCO4)cc12	1	-5%	-23%	135%[activator]	-7%[60.1 µM]	8%[11.4 µM]	-6%	2%	9%
O=C(/C=C/c1ccccc1)N/C(=C/c1ccccc1)C(=O)NCCO	-13	8%	3%	-13%	-6%	0%	-7%	30%	0%
COc1ccc(CNC(=O)c2nc(SCc3ccc(C)cc3)ncc2Cl)cc1	-11	-7%	-13%	-16%	2%	8%	1%	59%	.
Cn1c(=O)c2c([nH]c(=O)n2Cc2ccc(Cl)cc2Cl)n(C)c1=O	-1	-5%	-2%	-1%	0%	-17%	4%	18%	.
CCN(CC(=O)NC1CCS(=O)(=O)C1)S(=O)(=O)c1ccc(F)cc1 (centres undefined)	-3	?	-20%	-3%	-22%	15%	-12%	16µM*	1%
O=C(Oc1cccc(Oc2ccccc2)c1)N1CCOCC1	-3	-9%	12%	10%	0%	-15%	.	-11%	-1%
O=C(NC(=S)Nc1cc(C(F)(F)F)ccc1Cl)c1ccccc1	0	-10%	?	-14%	-42%	-5%	2%	0%	-3%
COc1ccc(CNC(=O)Cn2cnc3c(=O)n(C)c(=O)n(C)c32)cc1	-2	-6%	3%	0%	-2%	-6%	-2%	10%	3%
Cc1ccc(CN2C(=O)C(C)Nc3ncnc(N4CCN(c5ccccn5)CC4)c32)cc1 (centres undefined)	-1	-6%	-15%	.	-7%	-6%	11%	.	-9%
CCCCCC(=O)NNC1=NCC(Cc2cccc(Cl)c2)S1 (centres undefined)	-7	-19%	-29%	?	-4%	-13%	7%	-3%	-3%
COc1cc(NC(=O)COC(=O)CO/N=C(\C)c2ccc3c(c2)OCO3)cc(OC)c1	-8	-7%	25%	.	-7%	4%	-5%	.	-17%
C=CCC[C@H](Cc1ccc(F)cc1)C(=O)OC[C@H]1CCCN1C(=O)[C@@H](CC=C)CC(=O)NCCO	6	-10%	17%	.	11%	-17%	-7%	.	6%
Cc1ccc(CN2CCN(C3CCN(S(=O)(=O)c4ccc(C)cc4)CC3)C(=O)C2=O)cc1	-6	-21%	-76%	8%	-7%	-4%	0%	-3%	.
CCCOc1ccc(N2C(=O)CC(N(CCc3ccccc3)C(=O)c3ccccc3)C2=O)cc1 (centres undefined)	-3	7%	-7%	1%	1%	-1%	-14%	-1%	-3%
Cc1ccccc1C(=O)N(Cc1nc2ccccc2c(=O)[nH]1)C1CCCC1	0	-19%	-2%	-12%	-2%	-5%	10%	-2%	?
O=C(CN1CCOC1=O)N1CCCC(Nc2ccc(F)c(F)c2)C1 (centres undefined)	-5	-15%	3%	-5%	-1%	-5%	7%	4%	7%
CC(C)c1ccc(OCC(=O)NCCO)cc1	-8	-5%	-17%	-15%	-4%	?	-8%	-22%	-3%
CC(C)(O)CC[C@@H](O)[C@](C)(O)[C@H]1CC[C@@]2(O)C3=CC(=O)[C@@H]4C[C@@H](O)[C@@H](O)C[C@]4(C)C3CC[C@]12C (some centres undefined)	-4	-4%	11%	0%	-39%	1%	-7%	45%	9%
CCN(c1ccccc1)c1nnc(NC(=O)Nc2cccc(Br)c2)s1	-4	-7%	-2%	-6%	-3%	-6%	4%	-2%	.
COc1ccc(-n2cnnc2SCC(=O)c2ccc(S(=O)(=O)N3CCOCC3)cc2)cc1	-3	-8%	-1%	?	1%	2%	1%	4%	-6%
O=C(O)Cc1sc(-c2ccccc2)nc1-c1ccccc1	0	1%	12%	-3%	-13%	-4%	6%	37%[activator]	-2%
COc1cc(CNc2ncn[nH]2)ccc1OCc1cccc(C)c1	-2&-1	-9%	8%&17%	?	0%	2%	1%	16%	5%
CC12CCC(=O)N1C(C(=O)Nc1ccc(Br)cc1Cl)CS2 (centres undefined)	-1	-4%	492%[activator]	?	0%	-10%	-2%	14%	35%
O=C1C=C(N2CCN(C3=CC(=O)CCC3)CC2)CCC1	1	-7%	-8%	-21%	9%	-11%[56.9 µM]	1%	1%	-2%
CC(NC(=O)CCC(=O)N1CCCCCC1)c1ccccc1 (centres undefined)	1	-24%	4%	-5%	7%	15%	2%	5%	22%
COc1ccc(CCN2C(=O)CC(Cc3ccc(Br)cc3)C2=O)cc1OC (centres undefined)	-1	-8%	-21%	-14%	1%	7%	-16%	-1%	-7%
O=C(NCc1ccccc1Cl)C1CCN(S(=O)(=O)N2CCCCC2)CC1	-15	-3%	-17%	-11%	-7%	23%	-9%	50%	-6%
COC(=O)c1c(NC(=O)c2cc(=O)c3ccc(C)c(C)c3o2)sc2c1CCCC2	2	1%	-26%	1%	11%	12%	-12%	40%	.
CC(=O)NC(c1ccccc1)c1cccnc1 (centres undefined)	-6	-9%	-18%	-6%	-8%	12%	3%	0%	-2%
CC1(c2ccc(OC(F)F)cc2)NC(=O)N(CC(=O)Nc2ccc(F)cc2)C1=O (centres undefined)	-2	-15%	9%	-17%	0%	16%	-26%	13%	-1%
Cc1c(C(=O)NCc2ccc(F)cc2)sc2nc(-c3ccccc3)cn12	-5	7%	-29%	-17%	3%[60.1 µM]	-37%	-1%	-24%	.
Cc1ccc(NC(=O)CSc2nc3ccccc3c(=O)n2CC2CCCO2)cc1 (centres undefined)	-1	-4%	-1%	-6%	1%	-21%	-2%	-16%	33%
CCOC(=O)Nc1ccc2c(c1)N(C(=O)CN1CCN3CCCC3C1)c1ccccc1CC2 (centres undefined)	-5	-11%	?	-6%	-7%	13%	17%	10%	-3%
COc1ccc([N+](=O)[O-])cc1-n1cnnn1	-10	0%	67%[activator]	-2%	-4%	7%	-6%	1%	0%
CC(NC(=O)COc1ncnc2cc([N+](=O)[O-])ccc12)c1ccccc1 (centres undefined)	1	?	8%	3%	-13%	10%	-6%	0%	-6%
CCC(=O)N1N=C(c2ccccc2)CC1c1ccccc1 (centres undefined)	-5	6%	-2%	-5%	-7%	9%	13%	24%	15%
Cc1ccc(S(=O)(=O)c2nc(-c3cccs3)oc2SCc2ccc(F)cc2)cc1	-1	-15%	-19%	2%	9%	-15%	5%	9%	.
Cc1onc(-c2ccccc2)c1C(=O)N1CCN(c2ccccc2F)CC1	-4	-7%	-4%	-3%	-1%	8%	-10%	29%	-6%
COc1ccccc1OCCNc1cc(N2CCOCC2)ccc1[N+](=O)[O-]	-1	-2%	7%	-4%	-1%	-14%	-5%	-17%	-4%
N=c1oc2ccccc2cc1-c1nc(-c2ccccc2)cs1	-5	-12%	2%	5%	-6%	7%	10%	8%	8%
CCn1c2ccccc2c2cc(NC(=O)COc3ccccc3)ccc21	5	-19%	-14%	-2%	-20%	-2%	6%	-6%	7%
Clc1ccccc1-c1nccc(-n2ccnc2)n1	.	.	?	-10%	-6%[60.1 µM]	.	.	.	-2%
COc1cccc(C(CC(=O)NCc2ccco2)NS(=O)(=O)c2ccc(C)cc2)c1OC (centres undefined)	2	-10%	45%[activator]	0%	-3%	-2%	-6%	1%	-11%
c1ccc(Nc2ccccn2)cc1	-4	-10%	2%	?	-4%	-58%[56.9 µM]	3%	3%	11%
CCCCNC(=O)Nc1cc(C(F)(F)F)c[nH]c1=O	0	-13%	0%	5%	0%	-10%	7%	-10%	-2%
O=C(Nc1ccccc1)c1ccccc1NC(=O)c1ccccc1[N+](=O)[O-]	-2	-9%	423%[activator]	.	-13%	6%	-15%	.	.
CCCOc1ccc(C(=O)CCC(=O)NNC(=O)Cn2nc(C)cc2C)cc1	-6	6%	15%	.	-2%	-1%	7%	.	20%
